Assay outcomes deposited in PubChem BioAssay by NCI.
NCI-60 one-dose screen, 48 h, at 10 µM unless noted. Numbers give growth in % (100 = growth as untreated, 0 = no growth, -100 = all killed).
HOP-62 = HOP-62 NSCLC. AID 1794735. 3.9% of 80,000 active
M14 = M14 melanoma | 6.2% of 80,000 active
EKVX = EKVX NSCLC; 3% of 71,000 active
UACC-257 = UACC-257 melanoma | AID 1794764 | 4.4% of 78,000 active
UACC-62 = UACC-62 melanoma. 5.4% of 81,000 active
A549/ATCC = A549/ATCC NSCLC | AID 1794740 | 3.7% of 81,000 active
HOP-92 = HOP-92 NSCLC cells | 6.3% of 71,000 active | AID 1794738
MALME-3M = MALME-3M melanoma; 5.8% of 78,000 active
* marks the source's active call; other numbers are inactive results; x = no result given. Rule for the calls: active = growth percent below 10; inactive = the rest.

SMILES | HOP-62 | M14 | EKVX | UACC-257 | UACC-62 | A549/ATCC | HOP-92 | MALME-3M
O=C(O)c1cc(Cl)cc(Cl)c1O | 85 | 105 | 100 | 64 | 99 | 66 | 87 | 92
COc1cc(CCC[P+](c2ccccc2)(c2ccccc2)c2ccccc2)c(OC)c2c1OCO2 | 19 | 17 | 25 | 5.8* | 0.6* | 44 | 11 | 3.1*
O=C(O)C(=Cc1ccc(Cl)cc1Cl)C(=O)O | 103 | 104 | x | 106 | 101 | 100 | x | 89
NS(=O)(=O)c1ccc(CCNC(=O)CSc2ccc(-c3ccc4ccccc4c3)nn2)cc1 | 87 | 101 | 72 | 66 | 87 | 95 | x | 95
NS(=O)(=O)c1ccc(N=NNc2ccc(S(N)(=O)=O)cc2)cc1 | 106 | 104 | 109 | 97 | 104 | 104 | 109 | x
O=Cc1cccnc1 | 101 | 109 | 101 | 108 | 103 | 107 | 85 | 106
CSc1nc2c(c(=O)n1C)CN(Cc1ccccc1)C(=O)CN2 | 83 | 89 | 86 | 87 | 84 | 91 | x | x
COC(=O)[C@H](NS(=O)(=O)N(c1ccc(F)cc1)C1CCN(Cc2ccc(F)cc2)CC1)C(C)C | 86 | 92 | 107 | 109 | 100 | 103 | 73 | 106
NNC(=O)c1ccc(Nc2ncnc3c2cnn3-c2cccc(F)c2)cc1 | 92 | 98 | 97 | 101 | 93 | 106 | 89 | 101
CCOC(COc1ccccc1)OCC | 99 | 99 | 111 | 106 | 104 | 100 | x | 112
Nc1cccc(=O)[nH]1 | 111 | 114 | 114 | 120 | 99 | 115 | 114 | 114
COC(=O)[C@H]1O[C@@H](n2cnc3c(=O)[nH]c(N)nc32)[C@H](O)[C@@H]1O | 104 | 105 | 101 | 82 | 99 | 95 | 132 | 102
Nc1ncnc2c1N=C(c1ccc(F)cc1)CC(c1sc(Cl)nc1Cl)N2 (stereo not drawn) | 105 | 109 | x | 91 | 95 | 92 | 71 | 111
Cc1ccc2sc3c(c2c1)OC(N)=C(C#N)C3c1ccc(Cl)cc1 (stereo not drawn) | 80 | 65 | 71 | 90 | 46 | 97 | x | 71
COc1cc(/C=C/C(=O)CC(=O)/C=C/c2ccc(OC(=O)c3cccs3)c(OC)c2)ccc1OC(=O)c1cccs1 | 84 | 82 | 114 | 92 | 98 | 106 | 60 | 118

Two compounds drawn at random from the list so far:
SMILES | HOP-62 | M14 | EKVX | UACC-257 | UACC-62 | A549/ATCC | HOP-92 | MALME-3M
O=C(O)C(=Cc1ccc(Cl)cc1Cl)C(=O)O | 103 | 104 | x | 106 | 101 | 100 | x | 89
COC(=O)[C@H]1O[C@@H](n2cnc3c(=O)[nH]c(N)nc32)[C@H](O)[C@@H]1O | 104 | 105 | 101 | 82 | 99 | 95 | 132 | 102

Following part.
SMILES | HOP-62 | M14 | EKVX | UACC-257 | UACC-62 | A549/ATCC | HOP-92 | MALME-3M
CCCC(CCC)NCC(O)c1cc(-c2ccc(C(F)(F)F)cc2)nc(C(F)(F)F)c1 (stereo not drawn) | -65* | -75* | -9.1* | -77* | -68* | -60* | -71* | -64*
Cc1cccc(C)c1NC(=O)CSC(N)=O | 97 | 100 | 100 | 102 | 102 | 81 | 106 | 111
CCOC(=O)CC1(C(=O)OCC)c2[nH]c3ccccc3c2CCN1Cc1ccccc1 (stereo not drawn) | 107 | 100 | 78 | 106 | 70 | 92 | 98 | 113
CC1=C(CC(=O)OCC(=O)NC2CCC(S/N=C(N)/N=C(\N)N(C)C)CC2)c2cc(F)ccc2/C1=C\c1ccc(S(C)=O)cc1 (stereo not drawn) | 105 | 106 | 105 | 102 | 104 | 98 | 89 | 116
COc1ccc(-n2c(SCC(=O)NC(=O)Nc3ccccc3)nc3c(Br)cc(Br)cc3c2=O)cc1 | 99 | 96 | 73 | 101 | 82 | 87 | 91 | 93
Cc1ccc(S(=O)(=O)N(CC[C@@H]2C[C@H]2c2cc3ccccc3o2)S(=O)(=O)c2ccc(C)cc2)cc1 | 115 | 99 | 95 | 85 | 69 | 95 | x | x
COc1ccc(/C=C(/C#N)n2nnc3cccc(F)c32)cc1 | 38 | -27* | 37 | 41 | 18 | 37 | -2.5* | 33
CC(=O)N1c2ccccc2S(=O)(=O)c2c1ccc1ccccc21 | 102 | 112 | 85 | 101 | 93 | 94 | x | 107
COC(=O)/C=C/C(=N/Nc1ccccc1)c1ccccc1 | 102 | 113 | 85 | 101 | 83 | 92 | x | 96
O=C(NN1C(=O)CSC1c1ccc(Br)cc1)c1ccc(NC(=O)c2ccccn2)cc1 (stereo not drawn) | 93 | 95 | 81 | 114 | 80 | 84 | 88 | 102
Cc1c(Cc2ccc(Cl)cc2)c(=O)[nH]c(=O)n1C | 94 | 97 | 85 | 99 | 96 | 98 | 102 | 108
Cc1ccc(CSc2nc(-c3ccc(Cl)cc3)c(C#N)c(N3CCOCC3)n2)cc1 | 110 | 98 | 95 | 98 | 73 | 92 | x | 108
O=c1[nH]nc(-c2ccc(Cl)cc2)cc1Cc1cccc([N+](=O)[O-])c1 | 96 | 107 | 40 | 97 | 74 | 82 | 44 | 119
COc1ccc(/C(=C\c2cc(OC)c(OC)c(OC)c2)C(=O)Nc2nc3ccc(N)cc3s2)cc1 | 92 | 95 | 82 | 92 | 78 | 76 | 81 | 81
CCC(C)NC(=S)Nc1ccccc1 (stereo not drawn) | 107 | 110 | 88 | 121 | 107 | 101 | 93 | 105
CCOC(=O)COc1c(OC)c(OC)cc2oc(-c3cccc(C(=O)Nc4ccc(Cl)cc4)c3)cc(=O)c12 | 55 | 34 | 63 | 77 | 55 | 77 | 53 | 52
CC1CCc2c(sc3nc(SCC(=O)NNC(=S)Nc4ccccc4)n(-c4ccccc4)c(=O)c23)C1 (stereo not drawn) | 94 | 100 | 79 | 111 | 81 | 94 | 88 | 120
CCOC(=O)Nc1ccc2c(c1)Cc1cc([N+](=O)[O-])ccc1-2 | 62 | 97 | 88 | 90 | 81 | 67 | 85 | x
Clc1ccc(C(NC2CC3CCC2C3)c2ccccc2)cc1 (stereo not drawn) | 95 | 86 | 100 | 93 | 88 | 103 | 64 | 77
CCOC(=O)c1[nH]c(=S)n(-c2ccccc2)c1C(=O)OCC | 101 | 102 | 100 | 105 | 103 | 108 | x | 116
O=C(/C(=N/O)S(=O)(=O)c1ccccc1)c1ccc(Cl)cc1 | 96 | 98 | x | 89 | 112 | 105 | x | 109
O=C(O)c1ccccc1C(=O)c1ccc2oc(=O)[nH]c2c1 | 92 | 103 | 114 | 102 | 91 | 99 | 95 | 105
O=C(N/N=C/c1cc(Cl)ccc1O)c1ccccc1Nc1ccnc(C(F)(F)F)c1 | 30 | 24 | 23 | 43 | -12* | 54 | 14 | -19*
Cc1ccc(C2=CCCCC2)cc1 | 101 | 104 | x | 90 | 103 | 94 | 76 | 101
c1ccc2c(N3CCOCC3)c3c(nc2c1)CCCC3 | 94 | 113 | 92 | 112 | 100 | 103 | 82 | x
Nc1ccccc1-c1nn2c(CCC(=O)c3nc4ccc([N+](=O)[O-])cc4[nH]3)nnc2s1 | 100 | 99 | 87 | 110 | 99 | 104 | 106 | 105
CC(=O)OC1(C)C(=O)OC(=O)C1(C)OC(C)=O (stereo not drawn) | 97 | x | 107 | 92 | 104 | 98 | 71 | 124
COc1ccc(N=C2NN=C(c3c[nH]c4ccccc34)CS2)cc1OC | 51 | 34 | 63 | 77 | 36 | 55 | 20 | 69
COC(=O)c1ccc(Cn2c(SC)nc(=O)n(Cc3ccc(Cl)cc3)c2=O)cc1 | 101 | 102 | x | x | 105 | 106 | x | 115
O=C(Nc1ccc(Cl)cc1)c1ccc(Cl)cc1Cl | 92 | 85 | 80 | 95 | x | 84 | 76 | 96
O=c1[nH]c(SCc2nc3cc(Cl)c(Cl)cc3[nH]2)nc2c1CCC2 | 97 | 91 | 97 | 98 | 100 | 95 | 93 | 92
O=C(O)c1ccc([N+](=O)[O-])cc1-c1cc([N+](=O)[O-])ccc1C(=O)O | 107 | 103 | 113 | 112 | 100 | 95 | 102 | x
CCSc1nnc(NC(=O)CCNS(=O)(=O)c2ccc(C)cc2)s1 | 105 | 105 | 114 | x | 94 | 109 | 76 | 99
COc1ccc(OC)c(C2C(C#N)=C(N)N(c3ccc(F)cc3)C3=C2C(=O)CC(C)(C)C3)c1 (stereo not drawn) | 116 | x | 100 | 100 | 93 | 92 | 106 | 102
Cc1cc(N=C2NC(=O)/C(=C/c3ccc([N+](=O)[O-])cc3)S2)no1 | 59 | 69 | 68 | 81 | 52 | 47 | 43 | 72
C[C@]12CCC(=O)C=C1CC[C@@H]1[C@@H]2[C@@H](O)C[C@@]2(C)[C@H]1CC[C@]2(O)C(=O)COC(=O)C(c1ccccc1)c1ccccc1 | 86 | 86 | 47 | 72 | 72 | 51 | 68 | 101
COc1cc2nc(CNc3ccc(C)cc3)[nH]c(=O)c2cc1OC | 113 | 49 | 109 | 96 | 89 | 81 | 88 | 96
COc1ccc2[nH]c(=O)ccc2c1 | 96 | 104 | 72 | 93 | 89 | 91 | 85 | 105
CCOC(=O)Nc1ccc2c(c1)/C(=N/O)c1ccccc1-2 | 92 | 84 | 52 | 105 | 86 | 77 | 81 | 83
NNc1nc2nc(-c3ccc(Cl)cc3)cc(-c3ccc(F)cc3)c2c(=O)[nH]1 | 94 | 106 | 95 | 106 | 85 | 95 | 87 | 110
N#CC1C(=N)Cc2ccccc2-c2ccccc21 (stereo not drawn) | 58 | 16 | 67 | 52 | 39 | 42 | 50 | x
CC(C)=CCc1cc(O)c(O)c2oc3cc(O)cc(O)c3c(=O)c12 | 46 | 64 | 78 | 98 | 54 | 43 | 87 | 91
CCC(COC(=O)c1ccccc1)NC1CCCC1 (stereo not drawn) | 92 | 107 | x | 92 | 98 | 102 | x | 109
COc1cc(CCn2nnc3c(Nc4ccc(N5CCOCC5)nc4)ncnc32)cc(OC)c1 | 96 | 92 | x | 113 | 95 | 111 | 77 | 96
CC(C)(C)NCC(O)COc1cccc2c1CCCC2=O (stereo not drawn) | 104 | 100 | 104 | 99 | 110 | 107 | 130 | 98

Brought forward from above: 5 entries; new compounds follow.
SMILES | HOP-62 | M14 | EKVX | UACC-257 | UACC-62 | A549/ATCC | HOP-92 | MALME-3M
N#CC1C(=N)Cc2ccccc2-c2ccccc21 (stereo not drawn) | 58 | 16 | 67 | 52 | 39 | 42 | 50 | x
CC(C)=CCc1cc(O)c(O)c2oc3cc(O)cc(O)c3c(=O)c12 | 46 | 64 | 78 | 98 | 54 | 43 | 87 | 91
CCC(COC(=O)c1ccccc1)NC1CCCC1 (stereo not drawn) | 92 | 107 | x | 92 | 98 | 102 | x | 109
COc1cc(CCn2nnc3c(Nc4ccc(N5CCOCC5)nc4)ncnc32)cc(OC)c1 | 96 | 92 | x | 113 | 95 | 111 | 77 | 96
CC(C)(C)NCC(O)COc1cccc2c1CCCC2=O (stereo not drawn) | 104 | 100 | 104 | 99 | 110 | 107 | 130 | 98
NC(=O)c1cc(Sc2ccccc2)nc2ccccc12 | 90 | 100 | 92 | 94 | 86 | 94 | 90 | 144
NC1=NC2(CCCCC2)N(c2ccc(S(=O)(=O)Nc3ccccn3)cc2)C(N)=N1 | 105 | 103 | 99 | 107 | 96 | 107 | 110 | 99
CCOC(=O)N1CCN(CCCCCOc2ccccc2N)CC1 | 96 | 97 | 94 | 103 | x | 88 | 90 | 91
CC1=C(O)C(=O)C(c2c(C)cc(C)c(Br)c2C)=C(O)C1=O | 70 | 70 | 82 | 86 | 41 | 44 | 84 | x
Clc1nc(N2CCC3(CC2)OCCO3)ncc1Br | 106 | 91 | x | 94 | 101 | 87 | x | 78
NC(N)=N/N=C/c1cc([N+](=O)[O-])ccc1O | 91 | 95 | 100 | 102 | 97 | 99 | 81 | 89
O=C(c1ccccc1)c1ccccc1C(=O)N(CCO)CCO | 131 | 101 | 104 | 105 | 99 | 99 | 126 | 113
Cc1nc(N)[nH]c(=O)c1CCCNS(=O)(=O)c1ccc(C(=O)CBr)cc1 | 100 | 105 | x | 105 | 105 | 103 | 96 | 104
C#CCOc1ccccc1/C=N/Nc1nc(-c2ccc(F)cc2)cs1 | 93 | 111 | 66 | 90 | 72 | 91 | 62 | 97
Cc1onc2c(=O)[nH]nc(-c3ccccc3)c12 | 109 | 114 | x | 116 | 109 | 109 | x | 118
Fc1cc(Br)ccc1-n1cnc2c(Nc3ccccn3)nc(Cl)nc21 | 101 | 100 | 97 | 100 | 70 | 89 | 92 | 115
OCCCCCCNc1ncnc2cc(Cl)ccc12 | 88 | 96 | 105 | 91 | 102 | 96 | 75 | 100
CC(=O)OC[C@]12CC[C@@H](C(=O)CBr)[C@@H]1[C@H]1CC[C@@H]3[C@@]4(C)CC[C@H](OC(C)=O)C(C)(C)[C@@H]4CC[C@@]3(C)[C@]1(C)CC2 | 103 | 87 | 107 | 108 | 85 | 106 | 96 | 89
COc1ccc(CCN2CCCn3c2nc2c3c(=O)n(C)c(=O)n2C)cc1 | 98 | 104 | 93 | 123 | 100 | 93 | 98 | 128
N=c1oc2ccccc2cc1-c1nc(-c2cc3cc(Br)ccc3o2)cs1 | 78 | 94 | 66 | 23 | 83 | 54 | 76 | 101
Nc1nc2c(c(=O)[nH]1)NC(CCNc1ccc(C(=O)NC(CCC(=O)O)C(=O)O)cc1)CN2 (stereo not drawn) | 116 | 106 | 117 | 109 | 113 | 106 | 87 | 133
